High-throughput results from PubChem BioAssay.
Mtb BioA inh: M. tuberculosis BioA enzyme inhibitors, primary screen, biochemical, plate reader, single point, HTS. 7,8-diaminopelargonic acid synthase BioA (Mycobacterium tuberculosis). purified M. tuberculosis BioA enzyme. inhibition, % at 9.99 µM. actives 0.096% (n = 360,000); in the data active = inhibition above about 40%; inconclusive = no clear call, values can overlap the other calls
FadD28 binding: inhibitors of FadD28 bisubstrate probe binding, primary screen, biochemical, fluorescence polarization, single point; Mycobacterium tuberculosis FadD28 fatty-acid-AMP ligase; inhibition, % at 12.5 µM; actives 0.22% (n = 360,000); AID 588549, 2011; in the data active = inhibition above about 8.5%, passing the limit was not always enough; inconclusive = no clear call, values can overlap the other calls
PrPC TRFRET: inhibitors of human cell surface prion protein PrPC, primary screen, cell-based, TR-FRET; Major prion protein (Homo sapiens), P04156; TR-FRET read-out; inhibition, % at 13.8 µM; actives 0.43% (n = 370,000); AID 720596, 2013; in the data active = inhibition above about 24%; also: 0% = median of the test wells and 100% = reference compound wells
MazEF act: activators of E. coli MazEF toxin-antitoxin RNase, primary screen, biochemical, fluorescence, uHTS; activation, % at 20 µM; actives 0.32% (n = 350,000); FAM/BHQ RNA-DNA oligo cleavage fluorescence, 5 h; in the data active = activation above about 50%
Target sequence (P0AE70 whole entry, looked up): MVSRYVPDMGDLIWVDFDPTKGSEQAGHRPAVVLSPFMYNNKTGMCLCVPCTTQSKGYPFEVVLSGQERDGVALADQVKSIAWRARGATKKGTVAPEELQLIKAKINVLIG
GDH-TPI inh: GDH-TPI coupling enzyme inhibitors, primary screen, artefact control for M. tuberculosis FBA inhibitor project, biochemical, absorbance, full deck. GDH-TPI coupled enzyme counterscreen, NADH absorbance. inhibition, % at 4.8 µM. actives 1.2% (n = 360,000); in the data active = inhibition above about 30%;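 also: 0% = DMSO wells and 100% = wells lacking the enzyme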
Mtb FBA inh: Mtb FBA enzyme inhibitors, primary screen, biochemical, fluorescence, strain H37Rv; Fructose-bisphosphate aldolase (Mycobacterium tuberculosis (strain ATCC 25618 / H37Rv)), …; purified M. tuberculosis FBA, fluorescence read-out; inhibition, % at 1 µM; actives 2.3% (n = 360,000); AID 588726, 2011; in the data active = inhibition above about 27%;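 also: 0% = vehicle and 100% = reference inhibitor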
UGM FP inh: M. tuberculosis UGM enzyme inhibitors, primary screen, biochemical, fluorescence polarization, single point; purified UGM, fluorescence polarization probe displacement; UDP-galactopyranose mutase (Mycobacterium tuberculosis (strain ATCC 25618 / H37Rv)), …; inhibition, % at 10 µM; actives 0.06% (n = 320,000); in the data active = inhibition above about 10%, passing the limit was not always enough; inconclusive = no clear call, values can overlap the other calls
Target sequence (P9WIQ1 whole entry, looked up): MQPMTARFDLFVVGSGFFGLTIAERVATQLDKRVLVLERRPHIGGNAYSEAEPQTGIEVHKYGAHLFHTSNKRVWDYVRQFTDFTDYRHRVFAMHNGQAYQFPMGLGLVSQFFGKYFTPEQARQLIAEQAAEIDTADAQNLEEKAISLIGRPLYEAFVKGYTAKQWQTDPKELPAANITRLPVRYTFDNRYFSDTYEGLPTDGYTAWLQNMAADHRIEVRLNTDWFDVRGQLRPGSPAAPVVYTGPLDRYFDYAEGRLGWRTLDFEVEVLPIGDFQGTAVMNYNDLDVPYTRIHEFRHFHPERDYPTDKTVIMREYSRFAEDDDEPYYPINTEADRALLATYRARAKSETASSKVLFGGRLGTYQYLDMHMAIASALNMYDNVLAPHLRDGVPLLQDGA
BoNT F protease: BoNT/F light chain protease inhibitors, primary screen, biochemical, flow cytometry, MLPCN library; Botulinum neurotoxin type F light chain protease (Clostridium botulinum); Multiplex microsphere protease cleavage assay; inhibition, % at 10 µM; actives 0.22% (n = 360,000); AID 588497, 2011; in the data active = inhibition above about 35%, passing the limit was not always enough; inconclusive = no clear call, values can overlap the other calls; also: plate controls were buffer without enzyme for full effect and enzyme alone for no effect
Rv3671c protease: Rv3671c serine protease inhibitors, primary screen, biochemical, fluorescence polarization, M. tuberculosis H37Rv; P9WHR9; inhibition, % at 5.96 µM; actives 0.048% (n = 320,000); in the data active = inhibition above about 38%;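 also: extracellular domain of Rv3671c used as enzyme; 0% = enzyme with DMSO and 100% = no enzyme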
Target sequence (P9WHR9 whole entry, looked up, the tested form may be a part): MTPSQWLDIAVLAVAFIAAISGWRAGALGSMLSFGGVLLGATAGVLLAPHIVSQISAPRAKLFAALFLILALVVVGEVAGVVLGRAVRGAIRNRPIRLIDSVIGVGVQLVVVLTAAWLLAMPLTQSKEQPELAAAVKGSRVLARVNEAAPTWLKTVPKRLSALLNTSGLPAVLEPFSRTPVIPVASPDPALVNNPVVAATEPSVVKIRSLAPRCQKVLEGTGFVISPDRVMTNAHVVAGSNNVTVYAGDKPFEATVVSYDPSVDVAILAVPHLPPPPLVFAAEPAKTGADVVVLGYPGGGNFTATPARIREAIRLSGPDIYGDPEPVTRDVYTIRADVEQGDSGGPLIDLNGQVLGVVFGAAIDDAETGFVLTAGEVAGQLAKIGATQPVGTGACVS
* hit, by the source's call; ? = inconclusive; . = not tested or not shown.

nr	SMILES	Mtb BioA inh	FadD28 binding	PrPC TRFRET	MazEF act	GDH-TPI inh
1	O=C(Oc1ccc(Br)cc1)c1cccc(S(=O)(=O)N2CCOCC2)c1	-2.7	0.1	-4	-3	4
2	COc1cc(C(=O)OCC(=O)Nc2ccc(N3CCOCC3)cc2)ccc1OCC(C)C	.	-1.1	2	-1	11
3	O=C1c2ccccc2-c2n[nH]c3cccc1c23	-1.1	-0.8	-36	-110	8
4	Cn1cc(CN(CCO)Cc2cccs2)c(-c2cccc(Cl)c2)n1	0.4	-13	10	3	1
5	CCOC(=O)N1CCN(c2c(NCCCN3CCCCCC3)c(=O)c2=O)CC1	-0.1	-2.2	-5	13	-12
6	CNC(=O)c1ccccc1-c1cn(C)c2ccccc2c1=O	-1.0	-2.2	-5	8	8
7	N#Cc1c(NC(=O)C2CC(c3ccccc3O)=NO2)sc2c1CCC2 (stereo not given)	0.1	-2.5	1	-1	16
8	c1ccc(C(c2nnnn2C2CCCC2)N2CCN(c3nc4ccccc4s3)CC2)cc1 (stereo not given)	0.2	-2.1	1	-9	5
9	Cc1ccc(NC(=O)NC2CC(=O)N(c3ccc4c(c3)OCCO4)C2)cc1F (stereo not given)	-1.6	0.5	-4	3	5
10	CC(Oc1ccccc1)C(=O)Nc1cccc(NC(=O)c2ccco2)c1 (stereo not given)	-0.3	-5.0	8	-1	-1
11	CCOC(=O)N1CCN(S(=O)(=O)c2ccc3[nH]c(=O)oc3c2)CC1	.	0.5	-1	-20	27
12	CCCCOc1ccc(NC(=O)CSCC(=O)OCC)cc1	1.8	-4.0	7	-1	-9

nr	Mtb FBA inh	UGM FP inh	BoNT F protease	Rv3671c protease
1	3	1.3	4	-3
2	-2	0.5	?	-4
3	2	.	3	.
4	4	-1.9	4	3
5	0	0.6	-14	2
6	5	1.0	-5	1
7	-3	0.5	3	2
8	-1	-0.4	17	-2
9	-3	-1.1	6	2
10	-3	3.3	-3	2
11	1	0.1	-4	-8
12	3	-0.2	-3	0

(list continues)
nr	SMILES	Mtb BioA inh	FadD28 binding	PrPC TRFRET	MazEF act	GDH-TPI inh
13	O=C(CSc1ccc(F)cc1)NCCSc1ccccc1	.	-2.8	-6	1	1
14	O=C(NN=C1CCCC1)c1cccs1	.	-2.9	9	-1	-6
15	Cc1ccc(C)c(-n2c(SCC(=O)NC(C(=O)O)C(C)C)nnc2-c2cccc(Cl)c2)c1 (stereo not given)	.	-2.7	8	0	-6
16	Cc1nc2ccc(NC(=S)N3CCCC3)cc2nc1C	.	0.2	10	5	8
17	O=c1c2c(-c3ccccc3)ccnc2[nH]n1-c1ccccc1	0.3	-0.4	-10	4	3
18	CCc1cccc(CC)c1NC(=O)CNCc1cccs1	-2.2	-0.1	1	-8	-1
19	C/C(=N\OCC(=O)Nn1c(C)nc2ccccc2c1=O)c1ccccc1	-0.2	-0.2	2	-3	-7
20	COc1ccc(/C=C(\NC(=O)c2ccccc2)C(=O)N2CCCCC2)cc1OC	-1.1	-3.2	6	9	2
21	O=S(=O)(c1ccccc1F)N1CCC(c2nc3ccccc3[nH]2)CC1	-3.2	-4.3	-6	7	-2
22	COc1cc(NC(=O)c2ccc(S(=O)(=O)N(C)C)cc2)cc(OC)c1OC	.	-3.6	-2	0	3
23	O=C(CNC(=O)c1ccccc1)OCC(=O)c1ccccc1Cl	0.7	2.1	1	4	0
24	CC1Cc2ccccc2N1C(=O)COC(=O)c1c2c(nc3ccccc13)CCCCC2 (stereo not given)	4.7	0.5	7	-2	1

nr	Mtb FBA inh	UGM FP inh	BoNT F protease	Rv3671c protease
13	0	-1.7	-6	-1
14	-3	-0.1	-2	7
15	-2	3.9	-2	5
16	15	1.2	-3	-6
17	0	3.2	?	-7
18	-1	.	4	.
19	0	2.2	4	0
20	0	-0.8	-13	-9
21	-5	0.8	-5	-8
22	-3	-0.6	2	3
23	-1	0.8	-9	-4
24	0	1.3	-1	-12

The listing continues:
nr	SMILES	Mtb BioA inh	FadD28 binding	PrPC TRFRET	MazEF act	GDH-TPI inh
25	COC(=O)C(Cc1ccccc1)NC(=O)COc1ccc(C(C)(C)C)cc1 (stereo not given)	0.7	-4.4	0	-9	-9
26	COc1ccc(C(=O)N(CN2CCCC2=O)c2cc(C)on2)cc1OC	-2.6	-3.9	3	2	15
27	CC(C)N1CC23C=CC(O2)C(C(=O)OCc2ccccc2)C3C1=O (stereo not given)	0.5	-1.4	-1	1	9
28	COc1ccc(-n2nc3c(c2NC(=O)C(C)Cl)CSC3)cc1 (stereo not given)	-0.2	-5.3	-7	5	-1
29	COc1cc(C)ccc1S(=O)(=O)NC(=O)C1(C)CCN1C(=O)C1(c2ccc(Cl)cc2)CCC1 (stereo not given)	-0.8	-5.5	4	.	3
30	O=S1(=O)C=C[C@@H](CO)N1Cc1ccc(Br)cc1	-0.1	0.4	12	.	.
31	Nn1c(SCCOc2ccccc2)nnc1-c1cccnc1	74*	0.2	0	1	4
32	CC(C)(CC(=O)O)CC(=O)Nc1cc(C(F)(F)F)cc(C(F)(F)F)c1	-1.8	-1.5	8	7	-10
33	Cc1ccccc1NC(=S)NCc1ccc(F)cc1	-3.7	-1.5	8	-15	10
34	Cc1ccc(-n2c(O)c(C=Nc3ccc4c(c3)OCO4)c3ccccc3c2=O)cc1C	.	0.2	-4	-4	5
35	O=C(N/N=C/c1cn(Cc2ccccc2)c2ccccc12)c1cc(O)cc(O)c1	0.0	-2.1	-4	1	22
36	c1ccc(Cc2nnc(N3CCOCC3)c3ccccc23)cc1	0.9	-4.3	-8	9	-7

nr	Mtb FBA inh	UGM FP inh	BoNT F protease	Rv3671c protease
25	-3	2.0	-12	-2
26	2	0.7	6	4
27	4	1.9	5	-1
28	-2	1.7	4	-6
29	-3	.	0	.
30	3	.	-4	.
31	1	-2.1	-6	-2
32	0	-3.9	?	-5
33	0	-2.4	?	-2
34	2	-0.6	-4	3
35	4	-2.8	?	.
36	-2	0.8	1	6

Following part:
nr	SMILES	Mtb BioA inh	FadD28 binding	PrPC TRFRET	MazEF act	GDH-TPI inh
37	CCOC(=O)c1c(C)oc2c1c1c(c3ccccc32)OCN(CCCC(=O)O)C1	8.0	-0.9	1	0	-5
38	COc1cccc(C2C3=C(CC(C)(C)CC3=O)OC(N)=C2[N+](=O)[O-])c1 (stereo not given)	0.9	-2.9	-3	6	7
39	O=C(CSc1ccc2nnc(-c3cccc(F)c3)n2n1)N1CCCc2ccccc21	.	-0.8	-7	-26	9
40	O=C(CCC(=O)NC12CC3CC(CC(C3)C1)C2)NC1CCCCC1	-1.2	-2.0	-5	3	-15
41	CCC(=O)Nc1nc(NCc2ccccc2OC)n(-c2ccccc2)n1	.	-3.0	1	3	14
42	CC(=O)c1cccc(OCC(=O)N2CCN(c3ccc(C(F)(F)F)cn3)CC2)c1	.	-3.2	-1	2	-2
43	Cc1cc(C(=O)CSc2nc3ccccc3o2)c(C)n1C1CC1	3.1	-5.0	-5	0	0
44	O=c1c(Cl)c(NC2CC2)cnn1-c1ccccc1	.	-0.9	2	-3	13
45	C=CCN=C1S/C(=C\N(C)C)C(=O)N1S(=O)(=O)c1ccc(C)cc1	-3.6	-2.2	1	7	36*
46	O=C(NCc1ccc(CNC(=O)c2ccco2)cc1)c1ccco1	-1.0	-4.9	-2	3	-2
47	COc1ccc(Br)cc1/C(C)=N/NC1=NCCN1	.	-0.1	4	3	-1
48	CCc1nc(NCCN2CCOCC2)c2oc3ccccc3c2n1	1.3	-3.4	-3	5	-6

nr	Mtb FBA inh	UGM FP inh	BoNT F protease	Rv3671c protease
37	1	0.5	-6	3
38	-4	-1.2	-4	3
39	4	-3.0	-7	-3
40	-2	-1.8	?	9
41	0	0.7	?	-10
42	3	-5.8	-9	-7
43	-1	1.4	-10	-10
44	-4	0.3	-6	1
45	-3	1.3	4	2
46	-2	-1.1	-11	1
47	8	-3.0	-2	-3
48	2	-1.4	0	-3

3 of the compounds above, screen by screen.
[38] COc1cccc(C2C3=C(CC(C)(C)CC3=O)OC(N)=C2[N+](=O)[O-])c1 (stereo not given)
[39] O=C(CSc1ccc2nnc(-c3cccc(F)c3)n2n1)N1CCCc2ccccc21
[40] O=C(CCC(=O)NC12CC3CC(CC(C3)C1)C2)NC1CCCCC1
Assay by compound,38,39,40
Mtb BioA inh,0.9,.,-1.2
FadD28 binding,-2.9,-0.8,-2.0
PrPC TRFRET,-3,-7,-5
MazEF act,6,-26,3
GDH-TPI inh,7,9,-15
Mtb FBA inh,-4,4,-2
UGM FP inh,-1.2,-3.0,-1.8
BoNT F protease,-4,-7,?
Rv3671c protease,3,-3,9

Following part.
nr	SMILES	Mtb BioA inh	FadD28 binding	PrPC TRFRET	MazEF act	GDH-TPI inh
49	Cc1ccc(S(=O)(=O)N2CCC(=O)N(C(CO)Cc3ccccc3)CC2)cc1 (stereo not given)	0.2	-2.4	3	-2	5
50	COc1ccc(CNC(=O)C2(CC3CC(c4ccccc4)=NO3)CCN(C(=O)C3CCCC3)CC2)cc1 (stereo not given)	14	-2.6	-9	-1	4
51	COc1ccc(C)cc1NC(=O)C1CC1c1ccccc1 (stereo not given)	.	-3.3	1	-2	-3
52	O=C(O)CC1(c2ccccc2)C(=O)c2ccccc2C1=O	-0.1	-2.5	2	4	-9
53	Cc1cccc(OCCCCn2c(CO)nc3ccccc32)c1	1.3	-2.5	1	7	6
54	CCN(c1ccccc1)S(=O)(=O)c1cccc(C(=O)OCC(=O)Nc2ccc(NC(C)=O)cc2)c1	-0.3	-2.5	-1	-9	-4
55	O=C(O)c1ccc(N=Cc2c(O)ccc3ccccc23)cc1	-0.9	-2.0	-4	0	-3
56	CCC(C)NC(=O)c1cc2c(=O)n3cccc(C)c3nc2s1 (stereo not given)	-0.5	-3.6	-11	-5	8
57	Cc1cccc(-n2cnc(C(=O)N/N=C/c3ccccc3)c2)n1	-1.7	-2.2	6	-9	4
58	Cc1ccccc1C1=NC(c2ccc(F)cc2F)ON1 (stereo not given)	-1.4	-0.5	1	4	-4

nr	Mtb FBA inh	UGM FP inh	BoNT F protease	Rv3671c protease
49	3	-2.2	8	6
50	-3	0.4	-2	-7
51	1	1.1	-7	-4
52	0	-1.2	-7	4
53	0	1.1	-6	-5
54	-1	-2.0	2	3
55	-4	-1.4	-10	-8
56	104*	-0.3	-10	4
57	-1	2.1	-5	2
58	2	-0.6	0	-1
